From PubChem
Tcruzi prolif: T. cruzi intracellular proliferation inhibitors, primary screen, cell-based, beta-gal Tulahuen parasites, NIH3T3 host, luminescence | T. cruzi beta-gal in NIH3T3, GalScreen luminescence, 90 h | inhibition, % at 8.34 µM | 77,000 compounds, 5.9% hits | AID 624255, 2012;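 active = mean inhibition above about 93%, with at least 55% of replicates each passing it, limit read from the data, passing the limit was not always enough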
KDM4C inh: inhibitors of GASC-1 (KDM4C) histone demethylase, primary screen, biochemical, single concentration HTS | Lysine-specific demethylase 4C (Homo sapiens), Q9H3R0 | GST-KDM4C 2-372, H3K9me3 peptide, LANCE TR-FRET | inhibition, % at 12.5 µM | 96,000 compounds, 0.15% hits | AID 720574, 2013;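 active = mean replicate inhibition above about 25%, with at least 55% of replicates also reaching it, limit read from the data, passing the limit was not always enough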
Target sequence (Q9H3R0 2-372 limits assumed): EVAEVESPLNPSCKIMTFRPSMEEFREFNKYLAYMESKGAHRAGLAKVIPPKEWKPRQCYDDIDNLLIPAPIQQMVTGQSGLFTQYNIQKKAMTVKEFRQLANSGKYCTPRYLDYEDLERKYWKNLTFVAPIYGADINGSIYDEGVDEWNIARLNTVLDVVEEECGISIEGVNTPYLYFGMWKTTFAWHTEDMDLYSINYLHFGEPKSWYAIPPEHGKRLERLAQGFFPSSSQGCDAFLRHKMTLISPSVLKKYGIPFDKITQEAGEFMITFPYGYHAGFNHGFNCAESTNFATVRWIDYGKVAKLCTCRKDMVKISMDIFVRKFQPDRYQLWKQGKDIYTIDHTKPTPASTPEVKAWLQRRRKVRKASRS
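System: N-terminal GST-fused human GASC-1 (KDM4C) fragment, residues 2-372; amount: enzyme final amount 10 nM; incubation: reaction 30 min RT, detection step 1 h RT; medium: HEPES buffer, pH 7.5, plus ascorbate; technique: LANCE TR-FRET, Eu antibody, ULight-streptavidin, EDTA, ex 340 nm, em 618/671 nm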
C diff HTS: C. difficile growth inhibitors, primary screen, HTS; Clostridium difficile clinical isolate growth, OD600, 24 h; stronger effect = lower value; growth activity, negative = inhibition, % at 16 µg/mL (by protocol); 86,000 compounds, 0.25% hits; AID 1259249, 2017;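 active = mean growth activity at or below -80% and every replicate also at or below -80%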;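 note: 0% = DMSO wells and -100% = levofloxacin 16 µg/mL wells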
Pf Dd2 inh: P. falciparum Dd2 growth inhibitors, primary screen, SYBR Green fluorescence, single dose replicates; 72 h; stronger effect = lower value; activity change, % at 10 µM; 94,000 compounds, 2.3% hits; AID 1159554, 2015; in the data active = activity change below about -80%
The depositor's hits bear a star; nt = no result given; & = joins results of further samples. Random draw from the library. About 6.7% of those tested had a hit in this group.

(1) C[C@H]1CN([C@@H](C)CO)C(=O)c2cc(NC(=O)Nc3ccccc3)ccc2O[C@@H]1CN(C)Cc1ccc(Oc2ccccc2)cc1
(2) Cc1noc(C)c1S(=O)(=O)N(C)C[C@H]1Oc2ccc(NC(=O)NC3CCCCC3)cc2CC(=O)N([C@@H](C)CO)C[C@@H]1C
(3) N[C@H]1CC[C@@H](CCn2cc(-c3ccccn3)nn2)O[C@H]1CO
(4) O=S(=O)(NCC[C@H]1CC[C@H](NS(=O)(=O)c2ccccc2Cl)[C@H](CO)O1)c1ccc(Cl)cc1
(5) COc1ccccc1C(=O)Nc1ccc2c(c1)C(=O)N(C)C[C@H](OC)[C@H](C)CN(C)[C@@H](C)CO2
(6) O=C(Nc1ccc(F)cc1)N1C[C@@H]2[C@H](c3ccccc31)[C@@H](CO)N2C(=O)Cc1ccccn1
(7) COc1ccc2c3c(n(C)c2c1)[C@H](CO)N(C(=O)C1CCC1)CC31CN(Cc2cccc(F)c2)C1
(8) C[C@H]1CN([C@@H](C)CO)C(=O)c2cccc(NC(=O)Nc3ccc(F)cc3)c2O[C@@H]1CN(C)S(C)(=O)=O
(9) O=S(=O)(N[C@@H]1CC[C@@H](CCn2cc(-c3ccccc3F)nn2)O[C@H]1CO)c1ccc(F)cc1
(10) O=C(Nc1ccc2c(c1)[C@@H]1C[C@H](CC(=O)N3CCCCC3)O[C@@H](CO)[C@@H]1O2)c1cccnc1
Compound,1,2,3,4,5,6,7,8,9,10
Tcruzi prolif,46.4,29.1,-14.7,-5.2,-28.3,-34.3,nt,2.2,nt,13.2
KDM4C inh,0.7,0.3,0.0,2.9,-0.1,-0.7,-0.6,-1.0,-2.1,-2.5
C diff HTS,2.1,-9.9,nt,nt,-2.3,10.5,-19.7,-1.9,-11.8,-2.4
Pf Dd2 inh,-4.8,-17.1,-7.8,-12.6,-37.1,5.5,-34.4,-34.3,-15.7,11.1

(11) CCCC#Cc1ccc2c(c1)O[C@@H](CN(C)C(=O)c1ccccc1F)[C@H](C)CN([C@H](C)CO)S2(=O)=O
(12) CCCN(C)C[C@@H]1OCCCC[C@H](C)Oc2ccc(N(C)C)cc2C(=O)N([C@H](C)CO)C[C@@H]1C
(13) C[C@H]1CCCCO[C@H](CN(C)Cc2ccncc2)[C@@H](C)CN([C@@H](C)CO)C(=O)c2cc(NC(=O)Nc3cccc4ccccc34)ccc2O1
(14) N#C[C@@H]1[C@H](c2ccc(C3=CCCC3)cc2)[C@@H](CO)N1C(=O)C1CCC1
(15) C[C@@H]1CN([C@@H](C)CO)C(=O)c2cc(NS(C)(=O)=O)ccc2O[C@@H]1CN(C)S(C)(=O)=O
(16) C[C@@H]1CN([C@H](C)CO)C(=O)c2cccc(NS(=O)(=O)c3ccc(F)cc3)c2O[C@H]1CN(C)Cc1ccccc1
(17) CO[C@H]1CN(C)C(=O)c2cc(NC(=O)CC(F)(F)F)ccc2OC[C@H](C)NC[C@@H]1C
(18) C[C@H]1CN([C@@H](C)CO)C(=O)Cc2cc(NS(=O)(=O)c3ccccc3)ccc2O[C@@H]1CN(C)C(=O)Nc1ccccc1
(19) C[C@@H]1CN([C@H](C)CO)C(=O)c2cc(C#Cc3ccccc3)cnc2O[C@H]1CN(C)C(=O)c1ccccc1
(20) COc1ccc(S(=O)(=O)Nc2ccc3c(c2)C(=O)N([C@@H](C)CO)C[C@H](C)[C@H](CN(C)C(=O)C2CCCCC2)OCCCC[C@@H](C)O3)cc1
Compound,11,12,13,14,15,16,17,18,19,20
Tcruzi prolif,97.6*,18.0,46.3,66.5,-23.2,22.8,nt,0.9,nt,11.1
KDM4C inh,-1.0,-3.8,0.1,3.4,1.1,-2.5,1.0,-1.1,1.5,1.1
C diff HTS,12.6,-1.5,-0.3,-5.3,nt,-0.6,-4.7,-4.2,-2.6,6.2
Pf Dd2 inh,-85.1*,-41.6,32.5,29.5,38.6,-28.7,11.4,-17.0,-55.8,-54.7

(21) O=C(C[C@H]1CC[C@@H](NC(=O)NC2CCCCC2)[C@@H](CO)O1)NCc1ccccc1
(22) C[C@H](CO)N1C[C@H](C)[C@H](CN(C)Cc2ccc(C(F)(F)F)cc2)Oc2ccc(NC(=O)Nc3ccc(F)cc3)cc2CC1=O
(23) O=C(c1ccc(F)cc1)N1CC(=O)N2[C@H](CO)[C@@H](c3ccc(C#CCC4CCCC4)cc3)[C@@H]2C1
(24) C[C@H](CO)N1C[C@H](C)[C@H](CN(C)C(=O)C2CC2)Oc2ncc(C#CC(C)(C)O)cc2C1=O
(25) C[C@@H]1CCCCO[C@@H](CN(C)C(=O)Nc2ccc(F)cc2)[C@@H](C)CN([C@H](C)CO)C(=O)c2cc(NS(=O)(=O)c3cccs3)ccc2O1
(26) Cc1noc(C)c1S(=O)(=O)N(C)C[C@@H]1Oc2ccc(NC(=O)Nc3cccc4ccccc34)cc2CC(=O)N([C@H](C)CO)C[C@@H]1C
(27) CCC(=O)Nc1ccc2c(c1)C(=O)N(C)[C@@H]1CC[C@@H](CC(=O)O)O[C@@H]1CO2
(28) C[C@H]1CN([C@@H](C)CO)C(=O)c2cc(C#Cc3cccc(F)c3)cnc2O[C@H]1CN(C)CC1CCOCC1
(29) CO[C@H]1CN(C)C(=O)c2ccc(NC(=O)C3CC3)cc2OC[C@H](C)N(Cc2ccc(F)cc2)C[C@@H]1C
(30) C[C@H]1CN([C@@H](C)CO)C(=O)c2cc(N(C)C)ccc2O[C@@H]1CN(C)CC1CCCCC1
Compound,21,22,23,24,25,26,27,28,29,30
Tcruzi prolif,13.2,53.1,nt,29.6,7.2,32.5,-13.4,-4.1,nt,3.0
KDM4C inh,-1.1,-4.9,-1.0,-1.0,-0.4,-0.1,0.3,0.1,3.1,5.4
C diff HTS,-3.1,23.9,1.8,-3.9,3.1,-2.0,-7.5,-2.4,-17.2,8.9
Pf Dd2 inh,-15.3,-11.0,-26.4,18.4,15.5,-47.7,7.9,1.6,10.9,7.7

(31) CC(C)NC(=O)Nc1ccc2c(c1)C(=O)N([C@@H](C)CO)C[C@@H](C)[C@@H](CN(C)C(=O)C1CCCCC1)OCCCC[C@H](C)O2
(32) CCNC(=O)C[C@H]1CC[C@H](NC(=O)C2CCC2)[C@@H](CO)O1
(33) O=C(Nc1ccccc1F)N1CC(=O)N2[C@H](C1)[C@@H](c1ccc(C#Cc3ccccc3)cc1)[C@@H]2CO
(34) COc1ccc2c3c([nH]c2c1)[C@@H](CO)N(C(=O)NC(C)C)CC31CN(C(=O)c2cccnc2)C1
(35) C[C@H](CO)N1C[C@H](C)[C@@H](CN(C)C(=O)Nc2ccc(F)cc2)Oc2ccc(NS(=O)(=O)c3cn(C)cn3)cc2C1=O
(36) C[C@@H](O)C#Cc1cnc2c(c1)C(=O)N([C@@H](C)CO)C[C@H](C)[C@H](CN(C)C(=O)c1ccc(F)cc1)O2
(37) Cc1cccc(S(=O)(=O)N2CCCCN3[C@H](C2)[C@@H](c2ccc(-c4ccccc4)cc2)[C@@H]3CO)c1
(38) C[C@H]1CN([C@@H](C)CO)S(=O)(=O)c2ccc(C#CC3CC3)cc2O[C@H]1CN(C)C(=O)c1cnccn1
(39) CO[C@H]1CC[C@@H]2CCOc3ccc(C#N)cc3C(=O)N(C)[C@H](C)C(=O)N(C)C[C@@H]1O2
(40) CO[C@@H]1CN(C)C(=O)c2ccc(NC(=O)C3CCOCC3)cc2OC[C@@H](C)N(C(C)=O)C[C@@H]1C
Compound,31,32,33,34,35,36,37,38,39,40
Tcruzi prolif,29.5,nt,nt,nt,-12.7,nt,77.1,26.7,-3.2,nt
KDM4C inh,1.9,-2.6,-1.7,-0.4,1.3,-0.2,nt,-1.1,-1.8,1.3
C diff HTS,-0.8,-1.7,-4.8,-9.0,nt,11.0,-5.3,0.4,-3.8,nt
Pf Dd2 inh,-4.5,nt,-10.3,4.6,16.1,50.7,-25.3,-6.5,nt,13.6

(41) CCS(=O)(=O)Nc1ccc2c(c1)C(=O)N(C)C[C@@H](OC)[C@@H](C)CN(Cc1nccs1)[C@@H](C)CO2
(42) C[C@@H]1CN([C@@H](C)CO)C(=O)c2cc(C#CC3CC3)cnc2O[C@H]1CN(C)Cc1ccccn1
(43) CC(C)[C@H](C)NC(=O)N(C)C[C@@H]1OCc2ccccc2-c2c(n(C)c3ccccc23)C(=O)N([C@H](C)CO)C[C@H]1C
(44) COc1cccc(-c2ccc(C3[C@@H]4CN(C(=O)C5CCCC5)C[C@H]3N4)cc2)c1 (stereo partly specified)
(45) CC(C)CC#Cc1ccc2c(c1)O[C@H](CN(C)C(=O)Cc1ccccc1)[C@@H](C)CN([C@H](C)CO)S2(=O)=O
(46) O=C(NCc1ccccc1F)[C@H]1[C@H](CO)[C@H]2Cn3c(cccc3=O)[C@H]2N1CC1CC1
(47) C[C@H](O)C#Cc1ccc([C@H]2[C@H]3CN(C(=O)Nc4ccccc4)CCCCN3[C@H]2CO)cc1
(48) CCC(=O)N(C)C[C@H]1Oc2ncc(-c3cccc(OC)c3)cc2C(=O)N([C@H](C)CO)C[C@H]1C
(49) COc1ccccc1NC(=O)N1C[C@H](O)COC[C@H]2O[C@@H](CC(=O)NCCc3ccncc3)CC[C@@H]21
(50) CO[C@H]1CN(C)C(=O)c2cc(NC(C)=O)ccc2OC[C@@H](C)N(C(=O)c2ccccc2)C[C@H]1C
(51) COc1ccc(NC(=O)Nc2ccc3c(c2)CC(=O)N([C@@H](C)CO)C[C@H](C)[C@H](CN(C)C(=O)NC2CCCCC2)O3)cc1
(52) CC(C)C#Cc1cnc2c(c1)C(=O)N([C@@H](C)CO)C[C@H](C)[C@H](CN(C)C(=O)c1ccccc1)O2
(53) COCC(=O)N(C)C[C@@H]1Oc2cc(C#CC3CCCC3)ccc2S(=O)(=O)N([C@@H](C)CO)C[C@H]1C
Compound,41,42,43,44,45,46,47,48,49,50,51,52,53
Tcruzi prolif,-2.0,-22.2,-1.4,nt,125.5*,61.3,75.4,-76.7,75.2,-14.9,15.0,-24.1,23.3
KDM4C inh,0.1,1.8,1.2,-0.9&-3.0,4.0,1.4,1.0,-1.5,-0.8,1.0,10.9,nt,0.4
C diff HTS,3.0,5.1,nt,-5.5&21.4,4.7,0.0,-6.9,0.3,-7.9&-8.3,-4.4,-5.1,-2.8,nt
Pf Dd2 inh,10.7,1.8,-61.6,2.7&-62.7,-73.4,3.7,-11.8,5.9,nt,nt,3.2,-0.4,-30.5
